Assay outcomes as filed in PubChem BioAssay.
LYP inhibition – inhibitors of LYP phosphatase, biochemical, fluorescence intensity, uHTS (AID 1779). recombinant LYP phosphatase, fluorescence intensity; higher % means a stronger effect. inhibition, % at 11.5 µM, or IC50 in µM where a hit was titrated. 0.054% of 290,000 active; in the data active = inhibition above about 50%;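 note: plate controls were vehicle with enzyme for no effect and no enzyme for full effect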
GPR55 beta-arrestin – selective activators of receptor GPR55 – imaging, U2OS cells, beta-arrestin-GFP redistribution, primary screen (AID 1961). U2OS GPR55 beta-arrestin-GFP redistribution imaging; higher % means a stronger effect. activation, % at 10 µM; hits with a dose series show EC50 in µM. 0.048% of 290,000 active;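 active = activation above 40% with more than 50 cells counted in the well; inconclusive = wells holding fewer than 50 cells, flagged as toxic or sparse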;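 note: U2OS osteosarcoma cells stably expressing GPR55 and beta-arrestin-GFP; plate controls were DMSO negative control for no effect and LPI positive control for full effect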
NTR1 ag – agonists of NTR1, primary screen, imaging, U2OS cells, beta-arrestin-GFP, high content (AID 493036); NTR1-U2OS beta-arrestin-GFP spot imaging, agonist mode; activation, % at 20 µM; 0.17% of 330,000 active;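 active = activation at or above 40% of the spot to cytoplasm intensity ratio, with at least 20 cells analyzed; inconclusive = wells under 20 cells, flagged as cytotoxic or low count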;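 note: 0% = DMSO without peptide and 100% = 100 nM NTR1 peptide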
Target sequence (P30989 whole entry, looked up): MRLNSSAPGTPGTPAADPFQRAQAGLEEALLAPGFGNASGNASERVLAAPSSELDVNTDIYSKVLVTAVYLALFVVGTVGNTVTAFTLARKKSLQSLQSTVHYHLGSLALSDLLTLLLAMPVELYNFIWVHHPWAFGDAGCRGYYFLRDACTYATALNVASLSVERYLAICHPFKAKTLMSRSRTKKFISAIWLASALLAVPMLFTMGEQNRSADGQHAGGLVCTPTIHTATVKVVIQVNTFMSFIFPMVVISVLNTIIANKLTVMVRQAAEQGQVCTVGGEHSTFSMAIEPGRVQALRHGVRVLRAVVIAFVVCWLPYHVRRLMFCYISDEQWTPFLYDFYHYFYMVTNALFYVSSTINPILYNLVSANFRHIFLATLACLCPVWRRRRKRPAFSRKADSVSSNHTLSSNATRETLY
Lipid droplet – modulators of hepatic lipid droplet formation; AML12 mouse hepatocytes, oleate lipid droplets, BODIPY imaging; inhibition, % at 6.5 µM; 0.4% of 240,000 active;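 active = lipid droplet intensity inhibited by at least 50%, with more than 500 cells counted; inconclusive = wells with under 300 cells, treated as cytotoxic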
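Assay system: AML12 hepatocytes (mouse); Probe or stimulus: oleic acid at 100 µM to induce lipid droplet formation; Dosing: compound at 6.5 µM only; Schedule: compound with oleate, overnight; Detection: fluorescence imaging, 20x objective, two fields per well; Measure: % inhibition of lipid droplet signal.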
GPR55 antagonists – inhibition of LPI-stimulated GPR55 beta-arrestin translocation – imaging, U2OS, beta-arrestin-GFP, LPI agonist, primary screen (AID 2013); U2OS GPR55 beta-arrestin-GFP translocation imaging, LPI antagonism; higher % means a stronger effect; inhibition, % at 10 µM; hits with a dose series show IC50 in µM; 0.13% of 290,000 active;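 active = spots per cell inhibited over 60%, with over 100 cells counted and total cytoplasm intensity under 500,000; inconclusive = wells with under 100 cells, flagged as likely toxic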;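 note: U2OS cells stably carrying GPR55 and arrestin-GFP stimulated by 5 µM LPI near EC80; imaged beta-arrestin-GFP aggregate spots per cell after agonist stimulation; plate controls were LPI-stimulated DMSO wells for no effect and DMSO wells without LPI for full effect; some results filed as inactive read as strong as hits; confirmed hits need IC50 under 10 µM and bright autofluorescent wells are also inconclusive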
T cell HTS – T cell immune modulators affecting CD8 T cell-vesicle binding; 2C CD8+ T cell-vesicle binding, flow cytometry; active compounds read low; calls only at 7 µM; 0.068% of 330,000 active; AID 2052;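 active = response, share of CD8 T cells binding vesicles, and their 90th percentile fluorescence all below set limits, cut at about 80% in these data, passing the limit was not always enough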
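incubation = binding step 1.5 h, 37 °C, antibody labelling 20 min, ice | test system = 2C mouse CD8+ T cells | read-out basis = percent CD8+ FL2 mean versus row control | controls = Peptide-free naked vesicles (low) and QL9 vesicles with 0.7% DMSO vehicle (high) | detection = flow cytometry of vesicle-bound cells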
Large T inhibition – SV40 large T antigen inhibitors, biochemical (AID 1903). SV40 large T antigen ATPase/helicase inhibition assay; higher % means a stronger effect. one-dose inhibition, % at 20 µM; IC50 in µM for titrated hits. 0.39% of 310,000 active; in the data active = a potency from the dose series; inconclusive = inhibition mostly from about 32% at the one dose, without a potency; inactive = the rest, 99 in 100 with inhibition below about 32%; note: strong numbers were not always called active
GPR35 arrestin U2OS – GPR35 antagonists blocking zaprinast-driven arrestin recruitment, primary screen, imaging, U2OS, beta-arrestin-GFP, zaprinast agonist (AID 2058) | U2OS GPR35 beta-arrestin-GFP translocation imaging, zaprinast antagonism; higher % means a stronger effect | one-dose inhibition, % at 10 µM; IC50 in µM for titrated hits | 0.052% of 290,000 active;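 active = inhibition of at least 50% with at least 30 cells and total cytoplasm GFP at most 10,000,000; inconclusive = under 30 cells or total GFP of 10,000,000 plus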
Rac1 GTP hydrolysis – MgcRacGAP GTPase-activating activity inhibitors, confirmation, biochemical, ADP Hunter fluorescence. MgcRacGAP-stimulated Rac1 GTP hydrolysis, ADP Hunter fluorescence; higher % means a stronger effect; GST-tagged Rac1 F28L mutant substrate. inhibition, % at 30 µM; hits with a dose series show IC50 in µM. 0.6% of 340,000 active;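 active = first-screen hits whose inhibition reached a set limit at any dose in the follow-up dose series; inconclusive = inhibition above the set first-screen limit but never retested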;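 note: fluorescence reports GDP produced by GAP-driven GTP hydrolysis; strong numbers were not always called active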
Lipid droplet cells 6.5 µM – also measured in Lipid droplet; calls as there; cell count; measured here: cell count, cytotoxicity flag;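 cells counted across two imaged fields per well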
T cell HTS vesicle-bound % – also measured in T cell HTS; calls as there; double positive events, %; measured here: CD8+ vesicle-bound cell fraction;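 binding gate set so that unloaded-vesicle control wells show 10% double positive cells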
NTR1 ag cell count 20 µM – recorded beside NTR1 ag, whose call it bears; cell count; measured here: cell count, cytotoxicity flag
Starred values were filed as active, the others as inactive; i = inactive; ? = inconclusive; nt = not tested or not shown.

Sample of the layout:
SMILES	LYP inhibition	GPR55 beta-arrestin	NTR1 ag	NTR1 ag cell count 20 µM	Lipid droplet	Lipid droplet cells 6.5 µM	GPR55 antagonists	T cell HTS	T cell HTS vesicle-bound %	Large T inhibition	GPR35 arrestin U2OS	Rac1 GTP hydrolysis
CN(C)S(=O)(=O)c1cc(NC(=O)CN2C(=O)NC3(CCCc4ccccc43)C2=O)ccc1Cl (stereo not given)	-4%	0.2%	-1.0	75	23	673	3%	i	1	-10%	-9%	7%
CCCn1c2c(c(O)c(C(=O)NCCCN(CC)CC)c1=O)CCCC2	-2%	-0.3%	-6.4	29	-17	740	15%	i	24	-7%	-11%	3%
CC(C)OCCCNc1ncnc2c1[nH]c1ccccc12	-2%	-0.1%	0.2	52	-12	614	8%	i	6	22%	-10%	10%
COc1ccccc1NS(=O)(=O)c1cccc(C(=O)N/N=C/c2ccc3c(c2)OCCO3)c1	6%	-0.4%	1.1	30	-5	609	10%	i	45	26%	5%	-2%
CCn1c2ccccc2c2cc(CN3CCN(S(=O)(=O)Cc4ccccc4)CC3)ccc21	-2%	-0.2%	4.3	48	0	604	3%	i	24	10%	2%	20%

All compounds of this part (from the top)
SMILES	LYP inhibition	GPR55 beta-arrestin	NTR1 ag	NTR1 ag cell count 20 µM	Lipid droplet	Lipid droplet cells 6.5 µM	GPR55 antagonists	T cell HTS	T cell HTS vesicle-bound %	Large T inhibition	GPR35 arrestin U2OS	Rac1 GTP hydrolysis
CN(C)S(=O)(=O)c1cc(NC(=O)CN2C(=O)NC3(CCCc4ccccc43)C2=O)ccc1Cl (stereo not given)	-4%	0.2%	-1.0	75	23	673	3%	i	1	-10%	-9%	7%
CCCn1c2c(c(O)c(C(=O)NCCCN(CC)CC)c1=O)CCCC2	-2%	-0.3%	-6.4	29	-17	740	15%	i	24	-7%	-11%	3%
CC(C)OCCCNc1ncnc2c1[nH]c1ccccc12	-2%	-0.1%	0.2	52	-12	614	8%	i	6	22%	-10%	10%
COc1ccccc1NS(=O)(=O)c1cccc(C(=O)N/N=C/c2ccc3c(c2)OCCO3)c1	6%	-0.4%	1.1	30	-5	609	10%	i	45	26%	5%	-2%
CCn1c2ccccc2c2cc(CN3CCN(S(=O)(=O)Cc4ccccc4)CC3)ccc21	-2%	-0.2%	4.3	48	0	604	3%	i	24	10%	2%	20%
Cc1ccc(-c2cc(-c3ccc(F)cc3)c(C#N)c(N)n2)o1	-5%	-0.2%	1.8	89	nt	nt	8%	i	54	4%	8%	16%
CC(Oc1ccc(/C=N/NC(=O)Cc2cccc3ccccc23)cc1)C(=O)O (stereo not given)	-7%	-0.1%	0.0	55	0	730	4%	i	26	18%	7%	9%
O=[N+]([O-])c1ccc(CSc2nnc(SCc3ccccc3)s2)cc1	-4%	-0.4%	1.8	97	-30	647	17%	i	53	-5%	-10%	4%
COc1cc(CNc2ccc3[nH]c(=O)[nH]c3c2)ccc1OCc1ccc(C)cc1	-4%	0.0%	3.2	78	3	866	1%	i	34	3%	-6%	17%
C/C(=N\N1CCN(c2ccccc2)CC1)c1ccc(O)cc1	-2%	0.6%	2.6	94	7	807	3%	nt	nt	nt	6%	9%
CCCCCCNC(=O)C(C#N)c1nc2ccccc2nc1N1CCCC1 (stereo not given)	-8%	5.1%	3.5	54	13	743	-3%	i	43	20%	-2%	10%
COc1ccc2nc(-c3ccco3)c(-c3ccco3)nc2c1	-1%	-0.1%	1.3	61	23	812	0%	i	37	65%	-8%	?
Nc1nc(SCC(=O)N2CCN(S(=O)(=O)c3ccc(Cl)cc3)CC2)n[nH]1	-8%	-0.3%	0.1	25	-2	684	-6%	i	44	8%	0%	-5%
COC(CNc1ncnc2c1cnn2C)OC	3%	0.2%	-0.3	49	0	709	2%	i	19	8%	2%	-2%
c1ccc(C2C3=C(Nc4ncnn42)c2ccccc2CCC3)cc1 (stereo not given)	7%	0.6%	-0.7	64	nt	nt	-1%	i	32	7%	3%	-3%
CCC(=O)Nc1cccc(NC(=O)c2cc3ccccc3o2)c1	-1%	-0.3%	0.7	54	nt	nt	-1%	i	52	9%	11%	11%
O=C(c1ccc(COc2ccccc2[N+](=O)[O-])o1)N1CCCCC1	-11%	0.4%	1.8	84	nt	nt	10%	i	24	0%	11%	4%
CCOC(=O)C1=NN(c2ccc(OC)cc2)C(c2ccccc2)CC1=O (stereo not given)	-3%	-0.4%	-1.5	80	-6	727	8%	i	22	3%	10%	2%
O=C(Cn1nnc2ccccc2c1=O)NC1CCCCC1	-1%	-0.1%	1.3	29	-4	773	5%	i	18	6%	7%	3%
Cc1cc(C)n(-c2nc3ccccc3nc2N2CCN(S(=O)(=O)c3ccc(F)c(C)c3)CC2)n1	12%	0.3%	0.3	56	-45	740	3%	i	28	9%	-8%	8%
C=CCc1c(C)nc(SC)nc1Nc1ccccc1	-2%	-0.3%	-0.3	86	10	752	4%	i	17	12%	-8%	5%
Cc1cc(C(=S)N2CCOCC2)c(C)n1-c1ccc(Cl)cc1	0%	-0.1%	0.5	52	-15	646	-1%	i	12	3%	-5%	9%
[O-][n+]1cccc2c(Br)cc(Br)c(O)c21	-1%	-0.4%	1.3	101	13	713	13%	i	22	-4%	-7%	12%
CC(C)Oc1ccc(C(=O)NCC(=O)O)cc1	-7%	0.6%	2.3	70	12	714	0%	i	50	-5%	6%	4%
COCCNC(=O)C(c1cccc(OC)c1)N(C(=O)Cn1nnc2ccccc21)c1cccnc1 (stereo not given)	-7%	-0.1%	-0.1	54	14	862	33%	i	40	2%	8%	7%

Continued.
SMILES	LYP inhibition	GPR55 beta-arrestin	NTR1 ag	NTR1 ag cell count 20 µM	Lipid droplet	Lipid droplet cells 6.5 µM	GPR55 antagonists	T cell HTS	T cell HTS vesicle-bound %	Large T inhibition	GPR35 arrestin U2OS	Rac1 GTP hydrolysis
CCn1c(C(C)NC(=O)Cc2ccccc2)nc2ccccc21 (stereo not given)	1%	-0.1%	-1.2	95	nt	nt	10%	i	62	-2%	-4%	-1%
CC(C)CNC(=O)c1c(F)c(F)c(F)c(F)c1F	-12%	0.0%	5.4	42	-2	657	4%	i	52	7%	15%	-1%
CCCCSc1nnc(CCCCCNC(=O)OC(C)(C)C)o1	-5%	-0.1%	1.3	104	nt	nt	3%	i	39	0%	1%	2%
C=CCn1cc(C(=O)NCc2ccc3c(c2)OCO3)c(=O)c2cc(S(=O)(=O)N(CC)CC)ccc21	8%	-0.1%	nt	nt	24	738	0%	nt	nt	3%	3%	5%
COc1ccc([N+](=O)[O-])cc1NC(=O)C(C)OC(=O)Cn1[nH]c(=O)c2ccccc2c1=O (stereo not given)	nt	nt	1.0	47	nt	nt	nt	i	44	9%	nt	7%
O=C(CCn1ccc2cc(S(=O)(=O)N3CCCC3)ccc21)NCCc1ccccc1	0%	-0.1%	-0.4	65	-2	698	11%	i	32	19%	23%	11%
O=C(Nc1ccc(OC(=O)c2cccs2)cc1)c1ccco1	3%	-0.3%	-2.1	102	-19	659	-8%	i	12	9%	-20%	2%
O=C(CSc1nc2ccccc2c(=O)n1CC1CCCO1)NCc1ccccc1 (stereo not given)	-7%	?	1.1	57	-8	816	1%	i	20	6%	2%	5%
O=C(O)c1cccc(NCc2cccnc2)c1	-5%	-0.1%	-0.3	47	-14	733	-4%	i	33	20%	4%	2%
Cc1nn(C)cc1C=NCCOCc1ccccc1	-5%	0.2%	-0.9	61	nt	nt	-13%	i	58	10%	-21%	4%
CCn1nc(C)c(CNC(=O)c2cc(COc3ccc(C)nc3)on2)c1C	-6%	-0.1%	1.0	84	10	724	-4%	i	21	10%	-16%	11%
O=[N+]([O-])c1ccc(Sc2ccc(Cl)c(Cl)c2)nc1	0%	0.3%	0.6	87	nt	nt	-5%	i	30	2%	11%	7%
O=C(OCN1C(=O)c2ccccc2C1=O)c1ccc(Cl)nc1	9%	0.0%	-0.1	62	-12	771	2%	i	49	3%	9%	2%
O=C(CCc1nnc(CCCCc2ccccc2)o1)N1CCC(N2CCCC2)CC1	-1%	-0.1%	-0.3	98	-3	661	7%	i	50	6%	10%	8%
O=C1Nc2ccc(S(=O)(=O)N3CCCCCC3)c3cccc1c23	0%	-0.1%	0.0	53	nt	nt	1%	i	42	-2%	0%	5%
CCN1CCN(CCOc2cccc(Cl)c2Cl)CC1	-6%	-0.1%	-0.8	49	-8	542	-10%	i	28	2%	13%	70µM*
COC(=O)c1c(NC(=O)C2CC=CCC2C(=O)O)sc2c1CCCCC2 (stereo not given)	-3%	0.2%	-0.5	55	7	832	-11%	i	45	0%	-12%	13%
CCOc1ccc(NS(=O)(=O)c2cc3c4c(c2)C(C)C(=O)N4CCC3)cc1 (stereo not given)	-7%	-0.1%	0.0	51	3	737	4%	i	26	10%	14%	10%
O=C(CNS(=O)(=O)c1ccccc1F)Nc1ccc(N2CCOCC2)cc1	-4%	0.0%	2.0	75	-1	800	4%	i	46	-8%	-9%	5%
CCCNS(=O)(=O)c1ccc(CCC(=O)Nc2ccc3c(c2)OCO3)cc1	-8%	-0.3%	-0.3	95	nt	nt	-3%	i	15	11%	-13%	1%
Cc1ccc(-c2nn(-c3ccccc3)cc2C=C2C(=O)CC(C)(C)CC2=O)cc1	8%	0.0%	46*	36*	-5	706	0%	i	56	19%	10%	27%
NC12CC3CC(C1)CC(CO)(C3)O2	-1%	-0.2%	-2.1	42	nt	nt	-7%	i	43	-2%	-3%	13%
C#CCN(CC=C)C(=O)c1ccc(OC2CCN(S(=O)(=O)N(C)C)CC2)cc1	-7%	-0.2%	2.8	67	-4	768	6%	i	52	1%	12%	5%
Cc1nnc(NC(=O)C2CCCCC2)s1	-8%	0.3%	-0.7	59	-2	807	-1%	i	26	-3%	-9%	-11%
O=C(O)c1ccc(N/N=C/c2cc3ccccc3nc2Cl)cc1	-4%	0.3%	-0.7	42	-17	726	-4%	i	36	23%	1%	10%
